# zVAD death inh: blocks zVAD induced death of L929 cells; L929 zVAD necroptosis rescue, ATP luminescence, 24 h; with zVAD 60 µM; viability rescue, % at 10 µM; hit rate 0.38% among 220,000;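 active means activation, scaled between plate controls, above about 75%, limit read from the data; inactive means activation under that limit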;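 further: 0% = zVAD with DMSO and 100% = DMSO alone without zVAD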
# hK5 inh: kallikrein 5 (human) inhibition; inhibition, % at 5 µM; hit rate 0.59% among 210,000; Q9Y337; recombinant hK5, fluorogenic AMC substrate cleavage; AID 873;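 active means inhibition of 40% or more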;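 further: 0% = enzyme controls without compound and 100% = no-enzyme blanks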
# Target sequence (Q9Y337 67-293 limits assumed): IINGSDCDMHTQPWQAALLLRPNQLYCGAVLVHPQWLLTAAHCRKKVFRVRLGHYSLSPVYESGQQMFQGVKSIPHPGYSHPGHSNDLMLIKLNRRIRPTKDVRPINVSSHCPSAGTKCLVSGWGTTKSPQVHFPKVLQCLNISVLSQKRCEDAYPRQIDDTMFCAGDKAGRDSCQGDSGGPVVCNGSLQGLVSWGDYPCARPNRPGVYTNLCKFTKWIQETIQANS
# TNF necrop inh: TNF-alpha cell death inhibition in Jurkat FADD-/- cells; AID 463075; activation (protection from cell death), % at 10 µM; Jurkat FADD-/- TNF necroptosis rescue, ATP luminescence, 24 h; 0 = TNF only, 100 = no-TNF cells; hit rate 0.068% among 220,000;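 active means activation, meaning protection from cell death, of at least 50% relative to plate controls; inactive means activation below 50%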;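 further: necroptosis triggered by 40 ng/mL TNF-alpha added together with compound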
# Hck-Nef inh: blocks Nef-activated human Hck kinase. P08631. Recombinant Hck-YEEI plus Nef, Z-Lyte FRET kinase assay. inhibition, % at 20 µM. hit rate 0.68% among 220,000. AID 463187;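 active means Hck-Nef kinase inhibition above about 50%, limit read from the data; inactive means inhibition below that limit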;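 further: 0% = DMSO with Hck plus Nef and 100% = Hck alone without Nef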
# Target sequence (P08631 whole entry, looked up): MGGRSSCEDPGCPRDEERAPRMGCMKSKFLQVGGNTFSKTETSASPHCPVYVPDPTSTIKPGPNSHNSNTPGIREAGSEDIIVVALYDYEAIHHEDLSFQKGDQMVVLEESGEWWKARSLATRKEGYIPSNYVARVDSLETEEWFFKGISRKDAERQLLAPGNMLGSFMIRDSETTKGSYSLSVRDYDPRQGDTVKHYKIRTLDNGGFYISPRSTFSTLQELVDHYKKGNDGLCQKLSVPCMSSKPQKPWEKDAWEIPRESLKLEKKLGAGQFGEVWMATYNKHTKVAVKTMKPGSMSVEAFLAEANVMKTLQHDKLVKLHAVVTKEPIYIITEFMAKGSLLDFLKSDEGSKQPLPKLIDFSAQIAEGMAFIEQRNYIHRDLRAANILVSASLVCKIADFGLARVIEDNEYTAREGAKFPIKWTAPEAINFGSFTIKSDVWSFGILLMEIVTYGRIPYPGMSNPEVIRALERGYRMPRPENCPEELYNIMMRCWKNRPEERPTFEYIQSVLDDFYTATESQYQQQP
# thrombin 1536: inhibitors of human thrombin. P00734. alpha-thrombin, Boc-VPR-AMC fluorogenic substrate cleavage. inhibition, % at 5 µM. hit rate 0.26% among 220,000. AID 1046;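 active means inhibition at or above 40%; inactive means inhibition below 40%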;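 further: 0% = enzyme with no compound and 100% = wells without enzyme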
#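 System – human alpha-thrombin · Medium – pH 7.5 Tris (50 mM) with NaCl 150 mM, Tween 20 0.05% · Compound – single-point dosing at 5 µM, 0.2% DMSO · Incubation – enzyme reaction carried out at room temperature · Technique – fluorescence of released AMC, ex 355 nm, em 460 nm · Read-out basis – % inhibition of thrombin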
# FXIIa inh 1536: blocks human coagulation factor XIIa protease activity | AID 800 | hit rate 0.3% among 220,000 | purified FXIIa, Boc-QGR-AMC fluorogenic substrate, 2 h | inhibition, % at 5 µM; in the data active means inhibition above about 40%;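 further: 0% = enzyme with no compound and 100% = blank without enzyme; many of its hits are not listed in these tables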
# KCC2 mod: modulators of human KCC2 chloride dependent transport | Q9H2X9 | KCC2 cells, thallium flux FluoZin-2 fluorescence | B-score of Tl+ flux slope (higher = more flux/activation; lower = inhibition) at 10 µM | hit rate 2.2% among 190,000;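 active means thallium flux slope and its plate-corrected score both differing from the plate sample mean at a set confidence after two filtering rounds, in either direction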;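 further: slope of fluorescence scaled to starting intensity during 10 to 20 s after thallium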
# Rad51 HR inh: blocks human Rad51 in homologous recombination. hit rate 0.085% among 200,000. Q06609. inhibition, % at 10 µM. AID 1385. hRad51 DNA strand exchange, fluorescence dequenching;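 active means inhibition above 40% at the single screening dose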;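 further: 0% = DMSO control wells and 100% = blanks with heterologous ssDNA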
# Target sequence (Q06609 whole entry, looked up): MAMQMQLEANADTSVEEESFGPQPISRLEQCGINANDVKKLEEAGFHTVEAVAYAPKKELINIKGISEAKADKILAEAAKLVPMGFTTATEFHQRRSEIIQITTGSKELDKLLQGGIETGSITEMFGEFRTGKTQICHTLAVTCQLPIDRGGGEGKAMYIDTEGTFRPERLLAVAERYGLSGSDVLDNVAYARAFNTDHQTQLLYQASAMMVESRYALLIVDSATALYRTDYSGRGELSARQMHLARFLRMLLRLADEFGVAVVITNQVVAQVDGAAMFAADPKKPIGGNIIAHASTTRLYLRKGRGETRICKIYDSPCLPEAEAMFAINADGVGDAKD
#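 material = hRad51 filaments on single-stranded DNA | timing = filaments 15 min 37 °C, then compound 30 min | signal = FRET fluorescence dequenching, excitation 485 nm, emission 520 nm | benchmarks = control wells and blank wells on each plate | evaluation = percent inhibition relative to plate controls and blanks | compound = 10 µM final, single point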
# FXIa inh: blocks human coagulation factor XIa protease activity | hit rate 0.14% among 220,000 | purified FXIa, Boc-Glu-Ala-Arg-AMC fluorogenic substrate | inhibition, % at 5 µM;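 active means inhibition of at least 40%; inactive means inhibition below 40%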;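 further: fluorescence of freed AMC excited at 355 nm; 0% = enzyme without compound and 100% = no enzyme blank; many of its hits are not listed in these tables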
# An asterisk follows results filed as active; · = not tested or not shown; + = active, no number.
SMILES,zVAD death inh,hK5 inh,TNF necrop inh,Hck-Nef inh,thrombin 1536,FXIIa inh 1536,KCC2 mod,Rad51 HR inh,FXIa inh
O=C1[C@@H]2[C@@H]3C[C@@H]([C@H]4ON=C(c5ccc(Cl)cc5)[C@@H]34)[C@@H]2C(=O)N1C1CCCCC1,2.6,-5.9,4.9,2.3,-2.7,15.4,0.934,0.1,3.1
O=C(c1ccc2c(c1)OCO2)N1CCc2ccccc2C1,-0.6,-3.5,-2.1,0.8,-3.2,13.8,·,-3.0,-1.6
Cc1oc(CC(C)C)cc1C(N)=O,1.4,-7.3,-0.8,36.2,0.8,8.2,-0.153,10.1,-0.5
COc1ccc(NC(=O)c2cn(CCC#N)nc2-c2cccs2)cc1,0.5,-22.7,1.5,3.1,-4.3,6.4,-0.0618,·,3.6
Cc1cccc(C)c1NC(=O)C[N+](C)(C)CC(O)COc1cccc2ccccc12 (stereo not drawn),2.9,1.9,0.7,20.1,-2.0,4.6,-1.32,·,-0.3
COc1cccc(C(=O)Nc2c[nH]c(=O)[nH]c2=O)c1,0.0,-0.6,4.3,18.1,-2.0,5.7,-1.39,5.0,0.3
COc1ccccc1OCCNC(=O)c1cc(F)c(F)cc1Cl,0.9,-13.5,-0.8,1.2,-1.4,0.0,-1.21,8.8,-8.4
Cn1c(=O)c2c(ncn2Cc2ccc(Cl)c(Cl)c2)n(C)c1=O,-0.8,9.2,-7.5,8.5,-5.7,-0.6,-0.0513,-1.8,-0.4
Cc1ccc(S(=O)(=O)c2ccccc2)cc1S,0.6,1.2,-5.1,28.2,-8.3,11.8,0.0976,2.2,0.0
COc1cccc(=O)c2c(C)n(CC(=O)c3ccccc3)c(C)c12,15.2,-7.1,-0.4,52.8*,-8.4,1.4,0.693,-19.3,-5.6
CC(=O)c1ccc(OC(=O)c2ccc(-n3nc(C)cc3C)cc2)cc1,3.5,1.2,1.3,-6.0,-14.1,-1.3,0.025,20.1,-3.0
Cc1ccc(C)c(-n2c(=O)c(C#N)cc3c(=O)n4ccccc4nc32)c1,0.3,-27.1,-0.8,+,-12.4,-10.8,-1.11,-12.2,-12.8
O=C(CN(Cc1cccs1)C(=O)c1csnn1)NC1CCCC1,-0.9,-6.7,0.0,-5.0,3.0,18.6,0.617,-5.6,10.8
CCOC(=O)c1ccc(NC(=S)N2CCC(O)CC2)cc1,1.3,-15.7,2.5,-1.1,-9.5,5.5,0.521,-3.3,-2.0
CNC(=O)CSc1nc2ccccc2c(=O)n1-c1cc(OC)ccc1OC,0.3,11.6,-2.9,29.3,-0.4,9.0,0.114,2.2,-1.1
Cn1cc2c(=O)n(/N=C/c3ccccc3)cnc2n1,0.5,-23.4,1.1,8.3,1.5,23.2,1.03,-28.2,23.2
CC1CCCCC1NC(=O)C1CCCN1S(=O)(=O)c1cccc2nsnc12 (stereo not drawn),-0.1,0.4,-0.5,-0.7,1.1,13.4,·,5.1,2.8
COCc1[nH]nc2c1C(C1C=CCCC1)C(C#N)=C(N)O2 (stereo not drawn),-0.2,-11.2,-9.1,-7.2,-5.1,-6.2,-0.185,-2.0,5.8
Cc1cc(C)n(CCCNC(=O)c2ccc3c(c2)NC(=O)CS3)n1,-0.1,-16.0,-0.7,0.6,35.9,3.4,0.229,-2.1,-13.1
COc1cccc(/C=N/N2CCN(C3c4ccccc4-c4ccccc43)CC2)c1O,0.7,4.2,3.8,21.1,-0.8,13.6,1.14,·,5.1
CCOC(=O)c1ccc(N2C(=O)c3n[nH]c(-c4ccco4)c3C2c2ccc([N+](=O)[O-])cc2)cc1 (stereo not drawn),-0.4,-4.6,-1.7,-1.8,-5.2,10.2,0.924,5.1,2.0
Cc1csc(NC(=O)COCC(=O)O)c1-c1nc2ccccc2s1,1.0,-2.6,0.6,21.2,0.2,4.5,-0.3,24.3,2.3
CC1CCCC(NC(=O)c2ccc3c(c2)N(Cc2ccccc2)C(=O)CS3=O)C1C (stereo not drawn),0.3,-2.2,-7.8,1.6,-2.6,10.2,-1.51,2.8,6.0
Cc1noc(C)c1C(=O)OCC(=O)Nc1c(F)cccc1F,2.4,-5.9,0.0,14.2,-8.6,7.3,0.328,-6.5,-2.9
COCC(=O)N(C)C1(c2nnnn2CCOC(=O)Nc2cccc3ccccc23)CCCC1,-0.9,-4.0,0.3,0.0,0.3,13.6,0.0078,-2.2,1.9
CC(C)CN(C(=O)CN1CCC(C)CC1)c1c(N)n(CC(C)C)c(=O)[nH]c1=O,1.4,-11.3,0.6,1.6,-5.8,-1.1,0.474,-27.7,-6.4
CCOC(=O)C(NS(=O)(=O)c1ccccc1)(C(F)(F)F)P(=O)(OCC(C)C)OCC(C)C (stereo not drawn),-0.4,-14.9,0.1,-0.9,-9.0,16.5,0.228,3.2,8.2
O=C(O)CSCC(=O)Nc1cccc2ccccc12,0.1,3.6,0.2,0.3,2.5,15.5,1.08,0.1,6.2
Cn1c(CNS(=O)(=O)c2ccc(F)cc2)n[nH]c1=S,0.4,16.1,-3.6,0.1,-6.3,-12.8,0.138,-2.3,-6.6
COc1cc(NC(=O)C23CC4CC(C2)CC(n2nnc(C)n2)(C4)C3)c(OC)cc1Cl,-0.5,-10.7,1.1,0.7,-6.5,1.4,-0.857,-2.5,-6.0
CCn1c(SCC(=O)NCCOC)nc2sc(C)c(C)c2c1=O,-1.1,-4.7,-2.0,1.2,-4.0,10.2,·,-13.6,-0.5
CCN1C(=O)S/C(=C/c2ccc(Sc3nc4ccccc4[nH]3)o2)C1=O,1.1,-3.6,1.6,2.5,-3.9,4.4,0.576,-17.2,4.9
COCCN1C(=O)c2ccccc2C(C(=O)NCC2CCCO2)C1c1c[nH]c2ccccc12 (stereo not drawn),-0.1,-14.7,-1.9,14.6,0.1,9.8,-0.621,0.4,0.4
NC(=O)c1c(NC(=O)CSc2nnc(-c3ccco3)n2-c2ccccc2)sc2c1CCC2,-0.3,-19.5,-4.5,5.5,27.8,-7.0,-1.74,-4.2,-6.6
O=C(Cc1ccc(-n2cccc2)cc1)NCc1cccs1,-0.1,-2.9,-8.0,1.2,-3.3,15.2,·,-10.4,13.1
CCOC(=O)N1CCN(C(=O)c2cccc(OC)c2OC)CC1,-0.8,-18.9,-1.2,7.2,-4.2,-11.4,-0.952,2.0,-0.3
Cc1cc(O)cc(O[C@H]2OC(CO)[C@H](O)[C@@H](O)[C@H]2O)c1 (stereo partly drawn),2.6,6.9,1.2,0.1,-4.0,5.7,0.752,-2.8,7.4
COc1ccc(OC)c(C(=O)CSc2nnc(Cc3cccs3)n2C)c1,0.6,-1.5,-2.7,0.8,2.7,16.9,-1.84,-4.4,3.9
Cc1cc(C)n(CC(=O)N/N=C/c2ccc3c(c2)OCO3)n1,-0.8,-15.5,0.2,1.8,-8.5,7.9,-0.29,4.2,1.3
CCCSc1nnc(-c2ccccc2N)c(=O)[nH]1,0.5,4.7,2.3,-1.1,-3.1,2.8,-0.125,-1.9,-4.8
NC(=O)C1CCN(C(=O)c2ccc(-c3ccccc3)cc2)CC1,0.4,-11.3,0.1,1.0,3.5,9.6,0.16,-0.6,2.6
CCO[C@H]1OC(C(=O)O)=C[C@@H](C)[C@@H]1CCCO,-0.1,3.2,0.2,2.2,3.8,9.9,-0.253,-12.0,5.5
Cc1ccc(S(=O)(=O)N(C)C)cc1-n1c(SCC(=O)Nc2ccc(F)c(F)c2F)nc2ccccc2c1=O,0.7,6.4,7.8,2.0,-4.4,-0.4,-1.13,3.2,-12.3
CC(C)c1ccc(NC(=O)Cn2cccc2C2=NC(c3ccccc3)CO2)cc1 (stereo not drawn),1.4,-15.3,4.1,3.0,-5.5,20.2,0.682,-4.8,19.9
CCN(CC)CCn1c2ccccc2c2nc3ccc([N+](=O)[O-])cc3cc21,20.9,-3.5,-21.5,42.7,-10.9,2.5,1.31,·,-3.0
O=[N+]([O-])c1cccnc1N1CCCCC1,0.3,-24.5,-1.5,0.6,3.7,14.0,·,-12.5,4.2
C/C(=N\NC(=O)c1ccccc1)c1ccc(NC(=O)c2cccs2)cc1,-0.2,-1.7,2.4,0.3,-7.7,9.1,0.115,3.4,0.6
CC1C[N+](=C2C=C(N3CCOCC3)CC(C)(C)C2)CC(C)O1 (stereo not drawn),0.3,16.1,2.7,-33.8,-0.1,17.1,0.444,25.2,11.6
O=C(NCCOC(=O)c1ccc(C(=O)OCCNC(=O)c2cccnc2)s1)c1cccnc1,0.1,2.8,-0.2,0.7,-5.3,8.9,0.113,0.2,-5.7
COCCNC(=O)c1ccc2c(c1)CCN2S(C)(=O)=O,0.3,·,0.4,-4.8,-5.3,3.7,-1.08,·,0.3
COCCNC(=O)C1CC(c2ccccc2[N+](=O)[O-])=NO1 (stereo not drawn),0.0,33.4,-2.0,-0.9,-4.6,-5.0,·,-27.5,-5.7
COc1ccc(CNC(=O)CSc2ncnc3ccccc23)cc1OC,-0.9,-5.8,1.1,15.4,-28.6,2.3,0.837,4.5,-7.6
CSc1nnnn1CCn1nnnc1SC,0.8,6.2,0.3,0.5,-6.3,-3.2,·,2.7,-11.8
O=C(CSc1nnnn1C1CCCCC1)Nc1ccccc1F,0.6,-4.2,1.6,17.8,-6.1,3.2,1.26,4.1,-7.2
CCOCCCNC(=O)C(NC(=O)Cc1cccs1)c1ccccc1 (stereo not drawn),0.7,-6.5,0.3,-19.0,-3.8,-0.1,0.667,-3.2,-3.5
Cc1cc(C)c2cc(CN(CCCN(C)C)C(=S)NCc3ccccc3)c(=O)[nH]c2c1,1.2,-1.2,-0.9,0.7,-1.0,13.7,-0.0522,0.9,-0.8
COc1ccccc1N1CCN(CCc2n[nH]c(=S)n2-c2ccccc2)CC1,1.9,-13.5,1.1,-0.2,-8.5,-7.2,-0.731,-6.5,-10.7
c1ccc2c(c1)nnn2Cc1nnc2sc(-c3ccc4c(c3)OCCO4)nn12,-0.1,1.6,-0.7,-0.5,-3.5,4.5,0.0224,-5.8,-4.0
COc1ccc2cc(C(=O)N3CCCCCC3)sc(=O)c2c1OC,2.4,-22.6,0.2,2.2,2.1,27.3,·,6.8,22.8
c1ccc(CNc2c3c(nc4ncnn24)CCC3)cc1,0.5,-0.3,2.0,10.8,-1.7,5.0,·,-7.1,0.5
Nn1c(SCC(=O)Nc2ccc(F)c(F)c2)nnc1C1CCCCC1,0.3,0.2,-0.7,3.5,3.1,8.3,0.196,1.1,2.9

# Molecules shown so far that contain a furan ring, fused or not, in the order listed:
SMILES,zVAD death inh,hK5 inh,TNF necrop inh,Hck-Nef inh,thrombin 1536,FXIIa inh 1536,KCC2 mod,Rad51 HR inh,FXIa inh
Cc1oc(CC(C)C)cc1C(N)=O,1.4,-7.3,-0.8,36.2,0.8,8.2,-0.153,10.1,-0.5
CCOC(=O)c1ccc(N2C(=O)c3n[nH]c(-c4ccco4)c3C2c2ccc([N+](=O)[O-])cc2)cc1 (stereo not drawn),-0.4,-4.6,-1.7,-1.8,-5.2,10.2,0.924,5.1,2.0
CCN1C(=O)S/C(=C/c2ccc(Sc3nc4ccccc4[nH]3)o2)C1=O,1.1,-3.6,1.6,2.5,-3.9,4.4,0.576,-17.2,4.9
NC(=O)c1c(NC(=O)CSc2nnc(-c3ccco3)n2-c2ccccc2)sc2c1CCC2,-0.3,-19.5,-4.5,5.5,27.8,-7.0,-1.74,-4.2,-6.6

# Compound activity as filed in PubChem.

# These rows are one share of the data; rates above refer to the full screens.
